# Compound activity deposited in PubChem by Sanford-Burnham Center for Chemical Genomics.
# EBI2 antag = blocks human EBI2 receptor beta-arrestin signaling; P32249; EBI2 beta-arrestin recruitment, luminescence, 7a,25-OHC stimulated; inhibition, % at 5 µM; 360,000 compounds, 0.81% hits; AID 651636; in the data active means inhibition above about 38%;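 further: enzyme fragment complementation signal reports receptor beta-arrestin coupling in cells; 0% = agonist plus DMSO wells and 100% = wells without agonist; some results beyond the cut were filed as inactive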
# Target sequence (P32249 whole entry, looked up, the tested form may be a part): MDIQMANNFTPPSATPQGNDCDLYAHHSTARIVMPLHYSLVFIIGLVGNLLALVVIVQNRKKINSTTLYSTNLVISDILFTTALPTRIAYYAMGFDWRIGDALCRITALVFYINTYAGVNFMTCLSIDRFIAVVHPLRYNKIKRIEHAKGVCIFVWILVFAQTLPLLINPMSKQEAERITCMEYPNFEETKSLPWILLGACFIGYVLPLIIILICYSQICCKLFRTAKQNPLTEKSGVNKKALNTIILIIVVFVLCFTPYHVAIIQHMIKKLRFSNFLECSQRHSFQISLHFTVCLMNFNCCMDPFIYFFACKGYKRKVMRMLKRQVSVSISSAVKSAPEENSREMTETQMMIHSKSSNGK
# CXCR6 block = CXCR6 (human) receptor inhibition; O00574; CHO-K1 PathHunter CXCR6 beta-arrestin, luminescence; inhibition, % at 20 µM; 360,000 compounds, 0.36% hits; AID 602244; in the data active means inhibition above about 34%, passing the limit was not always enough;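 further: antagonist mode with CXCL16 agonist at 10 nM final; 0% = 10 nM CXCL16 with DMSO and 100% = unstimulated wells without agonist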
# Target sequence (O00574 whole entry, looked up): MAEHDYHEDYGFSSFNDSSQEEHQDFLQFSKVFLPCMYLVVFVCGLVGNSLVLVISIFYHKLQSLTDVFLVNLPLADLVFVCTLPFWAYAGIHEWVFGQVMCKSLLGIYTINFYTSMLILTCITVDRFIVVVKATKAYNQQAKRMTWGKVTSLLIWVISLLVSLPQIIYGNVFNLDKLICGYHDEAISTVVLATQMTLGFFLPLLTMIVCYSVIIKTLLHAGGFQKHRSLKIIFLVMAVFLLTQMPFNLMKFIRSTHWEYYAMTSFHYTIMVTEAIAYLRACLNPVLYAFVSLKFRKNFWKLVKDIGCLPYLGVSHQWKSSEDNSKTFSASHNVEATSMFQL
# An asterisk follows results filed as active. These rows are one share of the data; rates above refer to the full screens.
SMILES,EBI2 antag,CXCR6 block
COc1ccc(C(NC(=O)C2CCN(CCOc3ccc(Cl)cc3)CC2)c2cccs2)cc1 (configuration not stated),46*,4
O=S1(=O)CC(N2CC=CC2)CN1Cc1cn(Cc2ccc(Cl)cc2)nn1 (configuration not stated),-7,-4
CC(C)NC(=O)C1(C)CCN1Cc1ccc(-c2ccccc2)cc1 (configuration not stated),13,1
Cc1cccc(S(=O)(=O)NC(=O)C2(C)CCN2C(=O)Cc2cc(F)ccc2F)c1 (configuration not stated),-11,-4
O=C(NCc1ccccc1Cl)c1ccc2nc([C@@H]3O[C@H](CO)[C@H](O)[C@H](O)[C@H]3O)[nH]c2c1,2,6
COc1ccccc1-c1cccc(-c2nc(C(=O)Nc3nccs3)cc3c2[C@H](CCO)N(C(C)=O)C3)c1,-10,4
CC(=O)Nc1ccc(S(=O)(=O)Nc2nnc(C)s2)cc1,1,4
COc1ccc(CC(=O)N2CCN(C(=O)Cc3ccc(OC)c(OC)c3)CC2)cc1OC,2,-10
Cc1ccc(S(=O)(=O)c2nc(/C=C/c3ccccc3)oc2N2CCC(C(N)=O)CC2)cc1,1,5
COc1cccc(C(O)c2nc(-c3ccncc3)cs2)c1 (configuration not stated),2,-7
CCN(CC)C(=O)C1=C(C)N(Cc2ccc(C(C)(C)C)cc2)C(=O)C(CC(=O)NCc2cccc3ccccc23)C1 (configuration not stated),21,21
O=C(OCc1cn([C@H]2C[C@H](c3ccc(Cl)cc3)N(C(=O)c3cccs3)C[C@@H]2O)nn1)c1ccccc1,5,7
CCN(CC)C(=O)C1=C(C)N(Cc2ccccc2)C(=O)C(CC(=O)NCc2ccco2)C1 (configuration not stated),-6,-4
O=C(NN=Cc1ccc2c(c1)CCC2)c1ccccc1O,7,-3
CC1(c2nnnn2-c2ccc3c(c2)OCCO3)CCC(=O)N1CCOc1ccccc1 (configuration not stated),-4,0
CCOc1ccc(NC(=O)CSc2nc3ccsc3c(=O)n2CCCCC(=O)O)cc1,-3,-4
CCc1cccc(C)c1NC(=O)COC(=O)CCn1c(C)csc1=O,-9,3
C=CCC(=O)N1CCC(n2nccc2NC(=O)c2ccc3c(c2)OCO3)CC1,2,6
COc1ccc(S(=O)(=O)N(C)C[C@H]2OCc3cnnn3CCCC(=O)N([C@H](C)CO)C[C@H]2C)cc1,29,1
OC(c1ccc(F)cc1)c1nc(-c2ccoc2)cs1 (configuration not stated),-1,-3
Cn1c(NCc2ccc3occc3c2)nc2cc(-c3ccc(F)cc3)sc2c1=O,-1,-8
CCN1CCN(c2nc3c(c(=O)[nH]c(=O)n3C)n2Cc2cccc(C)c2)CC1,4,6
CCN(CC)S(=O)(=O)c1ccc(N2CCOCC2)c(NC(=O)c2cc3ccccc3o2)c1,11,4
OC[C@H]1O[C@H](c2nc(-c3nc(-c4cccc(-n5cccc5)c4)no3)cs2)C[C@@H]1O,3,-10
C[C@H](CO)N1C[C@H](C)[C@H](CN(C)Cc2cncnc2)Oc2ncc(C#CC3(O)CCCC3)cc2C1=O,0,-1
CC(C)c1ccccc1NC(=O)Nc1nc(C(N)Cc2ccc(C(F)(F)F)cc2)cs1 (configuration not stated),0,-24
CC(=O)n1cc(C2CC(=O)OC3=C2CC(=O)C(C)(C)C3)c2ccccc21 (configuration not stated),5,-2
O=[N+]([O-])c1nccn1CCCCCCN1CCOCC1,-3,-6
Cn1c(=O)c2cc(NC(=S)NC3CC3)ccc2n1Cc1cccc(C(F)(F)F)c1,3,-5
COc1ccc(C(=O)N2CCCC(c3cc(C(=O)Nc4ccccc4)no3)C2)cc1 (configuration not stated),4,-4
CN(Cc1ccccc1)C(c1ccnc2ccccc12)c1nnnn1-c1ccc2c(c1)OCCO2 (configuration not stated),21,14
CCCCC(=O)N(C)c1c(CC)nc2c(OCCOc3ccc(F)cc3)cccn12,0,0
COc1ccc(NC(=O)c2cc(-c3cc(F)ccc3OC(C)C)n[nH]2)cc1OC,19,-4
CCc1ccccc1Oc1nc(NCCOC)nc2cc(-c3ccccc3)sc12,24,3
CC(C)S(=O)(=O)NC(=O)C1(C)CCN1C(=O)Cc1ccccc1Cl (configuration not stated),-2,6
CN(C)C(CNC(=O)c1sc2ccccc2c1Cl)c1ccco1 (configuration not stated),0,3
Nc1nc(N)c2cc(S(=O)(=O)c3ccc4ccccc4c3)ccc2n1,-19,-9
Clc1ccc(-c2nc3c4ccccc4ccn3c2Cc2ccccc2)cc1,11,44*
CCOC(=O)C1CCCN(C(=O)c2ccc3c(c2)C(C)(C)CCC3(C)C)CC1 (configuration not stated),8,2
Cc1ccccc1-c1csc(C(O)c2ccccc2)n1 (configuration not stated),4,1
Nc1nc2c(ncn2[C@@H]2O[C@H](CNS(=O)(=O)N3CCCC3)[C@@H](O)[C@H]2O)c(=O)[nH]1,-2,7
CN(C)c1ccc(C(=O)N2CCC2(C)C(=O)O)cc1 (configuration not stated),-6,-2
O=C(O)C1(C(=O)O)CCC2(CCCCC2)CC1,-2,4
CC(C)COC(=O)N(C)C[C@@H]1OCc2cnnn2CCCC(=O)N([C@@H](C)CO)C[C@H]1C,-4,1
COc1ccc(-c2cc(C(=O)NCc3ccc(F)cc3)[nH]n2)c(C)c1,10,-2

# A section from further up:
SMILES,EBI2 antag,CXCR6 block
C[C@H](CO)N1C[C@H](C)[C@H](CN(C)Cc2cncnc2)Oc2ncc(C#CC3(O)CCCC3)cc2C1=O,0,-1
CC(C)c1ccccc1NC(=O)Nc1nc(C(N)Cc2ccc(C(F)(F)F)cc2)cs1 (configuration not stated),0,-24
CC(=O)n1cc(C2CC(=O)OC3=C2CC(=O)C(C)(C)C3)c2ccccc21 (configuration not stated),5,-2
O=[N+]([O-])c1nccn1CCCCCCN1CCOCC1,-3,-6
Cn1c(=O)c2cc(NC(=S)NC3CC3)ccc2n1Cc1cccc(C(F)(F)F)c1,3,-5
COc1ccc(C(=O)N2CCCC(c3cc(C(=O)Nc4ccccc4)no3)C2)cc1 (configuration not stated),4,-4
CN(Cc1ccccc1)C(c1ccnc2ccccc12)c1nnnn1-c1ccc2c(c1)OCCO2 (configuration not stated),21,14
CCCCC(=O)N(C)c1c(CC)nc2c(OCCOc3ccc(F)cc3)cccn12,0,0
COc1ccc(NC(=O)c2cc(-c3cc(F)ccc3OC(C)C)n[nH]2)cc1OC,19,-4
CCc1ccccc1Oc1nc(NCCOC)nc2cc(-c3ccccc3)sc12,24,3
CC(C)S(=O)(=O)NC(=O)C1(C)CCN1C(=O)Cc1ccccc1Cl (configuration not stated),-2,6
CN(C)C(CNC(=O)c1sc2ccccc2c1Cl)c1ccco1 (configuration not stated),0,3
Nc1nc(N)c2cc(S(=O)(=O)c3ccc4ccccc4c3)ccc2n1,-19,-9
Clc1ccc(-c2nc3c4ccccc4ccn3c2Cc2ccccc2)cc1,11,44*
CCOC(=O)C1CCCN(C(=O)c2ccc3c(c2)C(C)(C)CCC3(C)C)CC1 (configuration not stated),8,2
Cc1ccccc1-c1csc(C(O)c2ccccc2)n1 (configuration not stated),4,1
Nc1nc2c(ncn2[C@@H]2O[C@H](CNS(=O)(=O)N3CCCC3)[C@@H](O)[C@H]2O)c(=O)[nH]1,-2,7
CN(C)c1ccc(C(=O)N2CCC2(C)C(=O)O)cc1 (configuration not stated),-6,-2
O=C(O)C1(C(=O)O)CCC2(CCCCC2)CC1,-2,4
CC(C)COC(=O)N(C)C[C@@H]1OCc2cnnn2CCCC(=O)N([C@@H](C)CO)C[C@H]1C,-4,1
COc1ccc(-c2cc(C(=O)NCc3ccc(F)cc3)[nH]n2)c(C)c1,10,-2

# The listing continues:
SMILES,EBI2 antag,CXCR6 block
C[C@H](CO)N1C[C@H](C)[C@@H](CN(C)S(=O)(=O)c2ccccc2C#N)OCc2cn(nn2)CCCC1=O,2,-3
COc1ccc(Cc2c(C(C)(C)C)nc3ccc(C)cn23)c(C)c1,2,7
CC(=NO)C1(C)CC=CCC1CO (configuration not stated),7,-1
COC(=O)c1ccc2nc(-c3ccc(F)cc3)c(Cc3ccccc3C(F)(F)F)n2c1,7,5
CCOC1=C2CN(S(=O)(=O)c3ccc(C)cc3)[C@H](c3cccc4ccccc34)C[C@H]2[C@H]2C(=O)N(c3ccccc3)C(=O)[C@H]2C1,8,-3
COc1ccccc1C(=O)N1CCN(C(=O)[C@H]2O[C@@H](n3cnc4c(N)ncnc43)[C@H](O)[C@@H]2O)CC1,-9,4
COc1ccc([C@@H]2CC(=O)[C@@H]3CN(S(=O)(=O)c4ccc(Cl)cc4)[C@H](c4ccc(C)cc4)C[C@@H]3N2S(=O)(=O)c2ccccc2)cc1,4,-4
CC(C)NC(=O)c1ccc2sc([C@@H]3O[C@H](CO)[C@H](O)[C@H](O)[C@H]3O)nc2c1,5,-2
COc1ccc(C=C2OC(=O)C(C(C)=O)=C2O)cc1,-7,2
COc1ccc(C)cc1-n1cnc2sc(C)c(C)c2c1=O,2,-7
Cc1cc(C(=O)N2CCCC2(C)C(=O)NCC(C)C)nn1C(C)(C)C (configuration not stated),-2,2
O=C(/C=C/[C@H]1O[C@@H](n2ccc(=O)[nH]c2=O)[C@H](O)[C@@H]1O)NCc1cccc2ccccc12,-11,1
CC1(Br)C(Sc2ccccc2[N+](=O)[O-])=Nc2ccccc21 (configuration not stated),12,14
COCCN(C(=O)COC(=O)c1ccc2ccccc2c1)c1c(N)n(Cc2ccccc2)c(=O)[nH]c1=O,-3,4
C[C@@H]1CN([C@H](C)CO)C(=O)CCCn2nncc2CO[C@H]1CN(C)C(=O)Nc1ccc2c(c1)OCO2,0,-7
COc1ccc(N2CC(C)(C)[C@H](CC(=O)Nc3ccccc3)C2=O)cc1,-2,1
CC(=O)Nc1cccc(-c2ccnc3c2CC(C(=O)Nc2cccnc2)O3)c1 (configuration not stated),1,-7
c1cc2c(c(CC3CO3)c1CC1CO1)OCCOCCOCCOCCO2 (configuration not stated),-2,7
O=[N+]([O-])c1cccc(C2Nc3ccccc3CO2)c1 (configuration not stated),1,-1
COc1cc(C(=O)Nc2ccc(C(=O)c3ccncc3)cc2)cc(OC)c1OC,-3,-2
CCNC(=O)C1(C)CCCN(C(=O)c2ccc(F)c(C)c2)C1 (configuration not stated),4,7
Cn1c(=O)c2c(-c3ccccc3)n(-c3ccccc3Br)cc2n(C)c1=O,-5,4
COc1ccc(CNC(=O)Nc2nc(C(N)Cc3ccc(Cl)cc3)cs2)cc1 (configuration not stated),0,-16
OC(c1cc(F)cc(Cl)c1)c1ncc(-c2ccccc2Cl)[nH]1 (configuration not stated),-7,-8
COCCNC(=O)c1sc(=O)n(Cc2ccc(SC)cc2)c1C,10,-4
COc1ccc(C(C)(O)c2nc(-c3ccccc3OC)cs2)cc1 (configuration not stated),-1,-5
CCCCCCCCC(c1nc2cc(C)c(C)cc2[nH]1)n1c(=O)c(-c2ccccc2Br)nc2ccccc21 (configuration not stated),-2,5
C[C@@H]1CN([C@H](C)CO)S(=O)(=O)c2ccc(Br)cc2O[C@H]1CN(C)C(=O)Cc1ccccn1,-9,-5
COc1ccccc1NC(=O)N(C)C[C@H]1Oc2cc(Br)ccc2S(=O)(=O)N([C@H](C)CO)C[C@H]1C,-1,6
CCCCN1C(=O)C(CC(=O)NCc2cccs2)CC(C(=O)N2CCOCC2)=C1C (configuration not stated),2,0

# Record cards (already shown). Order of screens: EBI2 antag, CXCR6 block
# `COc1cc(C(=O)Nc2ccc(C(=O)c3ccncc3)cc2)cc(OC)c1OC` in the list: -3, -2
# `COc1ccc(C(C)(O)c2nc(-c3ccccc3OC)cs2)cc1` (configuration not stated) in the list: -1, -5

# Next part
SMILES,EBI2 antag,CXCR6 block
CC1(Cc2ccc(OC(F)(F)F)cc2)C(=O)Nc2ccc(OC(F)(F)F)cc21 (configuration not stated),-8,-4
Cc1cccnc1C(c1ccc(F)cc1)N(C)C(=O)C1CCN(CCCOc2ccc(F)cc2)CC1 (configuration not stated),2,7
Cn1c(=O)c2cc(NC(=O)CCc3ccc4c(c3)OCO4)ccc2n1Cc1ccc(F)cc1,-1,2
COc1ccc(OC)c(NC(=O)C2(C)CCN2Cc2ccccc2Cl)c1 (configuration not stated),15,3
COCCN(C(=O)COC(=O)c1ccc(Br)o1)c1c(N)n(Cc2ccccc2)c(=O)[nH]c1=O,-1,0
CCOC(COC(=O)c1ccccc1C(=O)O)c1ccccc1 (configuration not stated),8,4
COc1ccc(Cc2c(-c3ccccc3)nc3ccc(Cl)cn23)c(C)c1,2,0
O=C(NCCS(=O)(=O)N1CCN(c2ccccc2)CC1)c1cc(=O)c2ccccc2o1,6,-5
C#Cc1ccccc1OCCCN1CCC(C(O)(c2ccccc2)c2ccccc2)CC1,-10,-1
COc1cc(Nc2cccc(-c3ccccc3)n2)cc(OC)c1OC,-6,-12
